Screens as filed in PubChem.
Casp6 inh = human caspase-6 inhibitors, primary screen, biochemical, VEID-R110 fluorescence, single point, set 2; purified caspase-6, Z-VEID-R110 cleavage fluorescence; inhibition, % at 12.5 µM; AID 686996, 2013; 350,000 compounds, 0.53% hits;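 active = mean inhibition across replicates at least about 35%, with every replicate also reaching that limit, limit read from the data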;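 also: 0% = median of neutral control wells and 100% = no fluorescence left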
Target sequence (P55212 24-179 limits assumed): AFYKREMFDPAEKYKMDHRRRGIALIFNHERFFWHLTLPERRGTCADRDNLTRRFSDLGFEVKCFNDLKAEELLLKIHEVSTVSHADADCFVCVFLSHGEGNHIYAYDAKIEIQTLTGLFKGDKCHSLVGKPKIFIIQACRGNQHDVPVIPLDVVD
Target sequence (P55212 194-293 limits assumed): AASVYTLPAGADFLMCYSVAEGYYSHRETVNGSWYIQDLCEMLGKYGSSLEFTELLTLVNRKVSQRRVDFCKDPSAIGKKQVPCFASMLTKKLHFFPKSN
FN deposit inh = inhibitors of fibronectin matrix deposition, primary screen, AH1F cells, Alexa488-fibronectin fluorescence, plate reader; AH1F fibroblasts, overnight; inhibition, % at 12.6 µM; 350,000 compounds, 0.086% hits; AID 743247, 2014;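 active = mean inhibition across replicates of 30% or more, regardless of how many single replicates reach that level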;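 also: positive control wells lacked labelled fibronectin entirely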
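Schedule: 1 h cell adhesion before compound, then overnight fibronectin incubation; test system: AH1F fibroblast monolayer depositing Alexa488-labelled fibronectin into matrix; quantity: 10000 AH1F cells per well; probe or stimulus: fluorescent fibronectin at 24 nM final; signal: fluorescence, ex 485 nm, em 525 nm; evaluation: percent inhibition as loss of matrix-bound fibronectin fluorescence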
Cneo AK release = Cryptococcus neoformans cell lysis inducers, primary screen, AK release luminescence, single concentration; 360,000 compounds, 0.2% hits; lysis activity, % at 15 µM; AID 651654, 2012; C. neoformans lysis, adenylate kinase release luminescence, 4 h; normalised: neutral wells 0, clomiphene wells 100;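 active = mean lysis activity across replicates of at least 80%, whatever share of replicates individually reach that level; inactive = mean lysis activity below 80%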
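Assay system: C. neoformans cells. Amount: yeast cell density of 5 × 10^6 cells/mL. Technique: AK luminescence. Buffer or medium: YPD. Times: static 4 h at 37 °C with compound, 1 h detection. Dosing: single-point compound dose. Read-out: lysis from increased AK signal.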
EWS-Fli inh = EWS/Fli-driven NR0B1 reporter inhibitors, primary screen, A673 cells, NR0B1 luciferase, luminescence, MLPCN library | viability-normalised | inhibition, % at 12.6 µM | 350,000 compounds, 0.67% hits;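 active = mean inhibition of at least 50% after viability correction, with every replicate also passing that limit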;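 also: firefly luciferase signal divided by Alamar Blue viability fluorescence both relative to DMSO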
PGC1a acetyl inh = inhibitors of PGC1a acetylation signal, primary screen, cell-based, U2OS, AlphaScreen, inhibitor mode; inhibition, % at 15.6 µM; 350,000 compounds, 0.17% hits; AlphaScreen anti-acetyl-lysine; with virally co-expressed GCN5 acetyltransferase; AID 651687, 2012;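 active = every replicate shows inhibition of at least 40%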;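 also: 0% = neutral control wells and 100% = positive control wells; some results beyond the cut were filed as inactive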
LGR2 antag = inhibitors of bursicon-induced LGR2 CRE-luciferase signal, primary screen, cell-based, HEK293, CRE-luciferase reporter, bursicon stimulation. AID 720647, 2013. bursicon-stimulated, 4 h. Drosophila bursicon receptor LGR2 (rickets). inhibition, % at 9.99 µM. 380,000 compounds, 0.35% hits;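 active = drop in luminescence signal, shown as inhibition above about 50% in the replicate tests, limit read from the data, passing the limit was not always enough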;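 also: agonist challenge used bursicon conditioned medium at about half maximal strength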
PAX8 inh HTS = inhibitors of PAX8-driven TPO luciferase reporter, primary screen, RMG-I cells, single concentration | SteadyGlo, 24 h | inhibition, % at 12.6 µM | 360,000 compounds, 1.2% hits | AID 652154, 2013;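 active = mean replicate inhibition at least 60% with every replicate also reaching 60%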;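 also: luciferase light reporting Pax8 driven TPO promoter activity; plate controls were median of neutral control wells for no effect and mitoxantrone controls for full effect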
miR122 inh = miR-122 Renilla sensor signal increase in Huh7, primary screen, miR-122 inhibitor project, cell-based, single point, plate reader. Huh7 miR-122 Renilla luciferase sensor, 48 h; neutral wells = 0, positive control = 100. activation (reporter increase), % at 12.5 µM. 340,000 compounds, 0.3% hits. AID 602342, 2012;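 active = mean replicate activation score at least 90 and every replicate individually at or above 90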;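 also: higher luciferase means less miR-122 activity so hits act as miR-122 inhibitors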
Numbers without * were called inactive; x = not tested or not shown; [ ] = another dose, or the depositor's remark.

1: Cc1ccc(NC(=O)C2=C(O)c3ccccc3N(C)S2(=O)=O)cc1
2: Cc1nc(Nc2cccc(O)c2)c2c3c(sc2n1)CCC3
3: Cc1noc(C)c1S(=O)(=O)Nc1ccc2c(c1)C(=O)N([C@@H](C)CO)C[C@H](C)[C@@H](CN(C)S(=O)(=O)c1cn(C)cn1)OCCCC[C@H](C)O2
4: CCC(c1nnnn1-c1ccc2c(c1)OCCO2)N1CCN(c2ccccn2)CC1 (centres undefined)
5: Cc1ccc(NC(=S)N(CCCN2CCC(C)CC2)Cc2ccco2)cc1C
6: CCn1cc(C(=O)N[C@H](C(=O)NCCCO)C(C)C)c(=O)c2cc3c(cc21)OCO3

Compound,1,2,3,4,5,6
Casp6 inh,x,7,-7,-1,-4,1
FN deposit inh,-1,8,1,-1,2,-4
Cneo AK release,-1,0,2,x,0,-1
EWS-Fli inh,x,5,7,4,10,-6
PGC1a acetyl inh,3,-31,8,x,-17,18
LGR2 antag,x,10,7,9,7,-8
PAX8 inh HTS,-5,-36,-19,-14,9,29
miR122 inh,2,4,12[16.7 µM],x,-1,-6

Reprinted at random: 4 records from the list.
1: Cc1ccc(NC(=O)C2=C(O)c3ccccc3N(C)S2(=O)=O)cc1
2: Cc1nc(Nc2cccc(O)c2)c2c3c(sc2n1)CCC3
6: CCn1cc(C(=O)N[C@H](C(=O)NCCCO)C(C)C)c(=O)c2cc3c(cc21)OCO3
5: Cc1ccc(NC(=S)N(CCCN2CCC(C)CC2)Cc2ccco2)cc1C

Compound,1,2,6,5
Casp6 inh,x,7,1,-4
FN deposit inh,-1,8,-4,2
Cneo AK release,-1,0,-1,0
EWS-Fli inh,x,5,-6,10
PGC1a acetyl inh,3,-31,18,-17
LGR2 antag,x,10,-8,7
PAX8 inh HTS,-5,-36,29,9
miR122 inh,2,4,-6,-1

Remaining list, next part.
7: Clc1ccc(-n2ncc3c(NCc4cccs4)ncnc32)cc1
8: O=C(C[C@H]1CC[C@H](NC(=O)C2CCOCC2)[C@H](CO)O1)NCC1CCCCC1
9: CCOc1ccc(S(=O)(=O)NCC2CCCO2)cc1NC(=O)c1ccccc1F (centres undefined)
10: COCCN1C(=O)COc2ccccc2C1C(=O)NC(C)(C)C (centres undefined)
11: OCCN(Cc1ccccc1)C(=S)Nc1ccc(Cl)cc1Cl
12: CC(=O)c1ccc(NC(=O)c2ccc3c(c2)C(=O)N(c2ccccn2)C3=O)cc1

Compound,7,8,9,10,11,12
Casp6 inh,x,1,0,-2,-1,0
FN deposit inh,4,-14,1,-4,x,14
Cneo AK release,-1,-2,0,x,x,-3
EWS-Fli inh,x,1,x,-3,-12,4
PGC1a acetyl inh,-5,2,x,x,x,x
LGR2 antag,x,5,5,-7,-27,-5
PAX8 inh HTS,x,-1,10,-9,-22,-12
miR122 inh,8,x,39,x,x,x

13: Cc1cccc(-c2ccc(C3[C@@H]4CN(Cc5cccnc5)C[C@H]3N4)cc2)c1 (some centres undefined)
14: CO[C@H]1CN(C)C(=O)c2ccc(NC(=O)Nc3ccccc3)cc2OC[C@H](C)NC[C@@H]1C
15: O=C(OCc1ccccc1)N1CCC2CC1c1ccc(-c3ccc4c(c3)OCO4)cc12 (centres undefined)
16: COc1ccc(N2CC(C(=O)N3CCC(c4nc5ccccc5[nH]4)CC3)CC2=O)cc1 (centres undefined)
17: CN(C)C(CNC(=O)CCOc1ccccc1)c1ccco1 (centres undefined)
18: Nc1nc(SC23CC4CC(CC(C4)C2)C3)ns1

Compound,13,14,15,16,17,18
Casp6 inh,2,0,-7,-1,-2,-5
FN deposit inh,1,-2,-5,x,6,-7
Cneo AK release,x,x,1,x,x,x
EWS-Fli inh,-4,x,0,-2,-4,-9
PGC1a acetyl inh,-6,2,-5,x,-5,2
LGR2 antag,7,1,5,-4,-21,4
PAX8 inh HTS,16,x,0,7,-9,-21
miR122 inh,x,x,-3,x,x,x

19: CC1(C)NC(=O)C(CCc2ccccc2)NC1=O (centres undefined)
20: Cc1cc(C)nc(Nc2n[nH]c(-c3ccccc3C)n2)n1
21: CO[C@@H](CN(C)C(=O)c1cc(Cl)cc(Cl)c1)[C@@H](C)CN(C(=O)Nc1ccc(F)cc1)[C@H](C)CO
22: CC1=C(C(=O)N(C(C)C)C(C)C)CC(CC(=O)NCCCCc2ccccc2)C(=O)N1Cc1ccccc1 (centres undefined)
23: CCc1ccc(CN(C)C(=O)CCc2nnc(CCc3ccccc3OC)o2)nc1
24: O=C(C1COc2ccccc2O1)N1CCN(Cc2ccc(Br)cc2F)CC1 (centres undefined)

Compound,19,20,21,22,23,24
Casp6 inh,-2,-4,-3,3,-1,1
FN deposit inh,19,5,4,x,1,-1
Cneo AK release,-20,x,34,4,0,0
EWS-Fli inh,-5,-91,0,3,-2,14
PGC1a acetyl inh,-2,x,3,-2,-4,x
LGR2 antag,11,-46,10,-2,24,5
PAX8 inh HTS,-4,-152,x,10,21,16
miR122 inh,1,x,x,-2,-5,-8

25: CC(Oc1cccc(Cl)c1)c1ccnc2nc(/N=C/N(C)C)nn12 (centres undefined)
26: O=c1c(-c2ccccc2)c(O)cc(-c2ccncc2)n1-c1ccc(Cl)cc1
27: CCCNC(=O)C(=O)Nc1cc2c3c(c1)CCC(=O)N3CCC2
28: O=C(N[C@H]1C=C[C@H](CC(=O)N2CCC(Cc3ccccc3)CC2)O[C@@H]1CO)c1cnccn1
29: C[C@@H]1CN([C@H](C)CO)C(=O)c2cc(NC(=O)c3ccncc3)ccc2O[C@H]1CN(C)CC1CCCCC1
30: OCC[C@H]1C[C@H](O)[C@@H](O)[C@@]2(CCCCO2)O1

Compound,25,26,27,28,29,30
Casp6 inh,0,2,0,-1,2,0
FN deposit inh,5,-9,-1,-12,-5,-4
Cneo AK release,1,0,-1,-1,-1,1
EWS-Fli inh,3,6,2,x,-6,-6
PGC1a acetyl inh,-6,6,10,-5,13,x
LGR2 antag,-16,13,-3,-8,-4,6
PAX8 inh HTS,9,-4,6,x,-17,-1
miR122 inh,2,-2,-2,x,-1[16.7 µM],x

31: CCCSc1ccc([C@H]2N[C@@](CC(C)C)(C(=O)OC)[C@H]3C(=O)N(C)C(=O)[C@@H]23)cc1
32: C[C@H](CO)N1C[C@H](C)[C@H](CN(C)C(=O)c2ccc(F)cc2)Oc2ncc(C3=CCCC3)cc2C1=O
33: CC(C)c1ccc(N2C(=O)[C@@H]3Cc4ccccc4CN3C2=O)cc1
34: CC1CCCC(C)N1C(=O)CN1C(=O)C(C)(C)Oc2ccc(C(=O)NC3CCCC3)cc21 (centres undefined)
35: COC(=O)c1cc(NC(=O)C2(S(=O)(=O)c3ccc(Cl)cc3)CC2)cc(C(=O)OC)c1
36: CC1(C)CC(=O)C2=C(C1)Nc1cc(Cl)ccc1S2

Compound,31,32,33,34,35,36
Casp6 inh,1,-1,x,3,-1,-3
FN deposit inh,4,x,5,8,-1,4
Cneo AK release,-2,1,0,x,1,x
EWS-Fli inh,-4,-1,x,x,-2,-8
PGC1a acetyl inh,4,-2,x,6,-10,8
LGR2 antag,-17,-4,x,x,8,-2
PAX8 inh HTS,-14,9,-79,x,19,8
miR122 inh,-3,-15[16.7 µM],-3,-2,-1,x

37: COc1ccc(CN(C)C[C@@H]2OCCCC[C@H](C)Oc3ccc(NC(=O)c4ccncc4)cc3C(=O)N([C@H](C)CO)C[C@@H]2C)cc1
38: CSCCC(NC(=O)c1ccccc1Cl)C(=O)N1CCC1 (centres undefined)
39: CS(=O)(=O)N1CC(=O)N2[C@H](C1)[C@@H](c1ccc(C#CCC3CCCC3)cc1)[C@@H]2CO
40: C[C@H]1CN([C@@H](C)CO)C(=O)c2cc(C3=CCCC3)cnc2O[C@H]1CN(C)C(=O)NC1CCCC1
41: Cc1cc(/C=C2\C(=N)N3N=CSC3=NC2=O)c(C)n1Cc1ccccc1
42: C[C@H](CO)N1C[C@H](C)[C@H](CN(C)S(=O)(=O)c2ccccc2)Oc2ccc(NC(=O)Nc3ccc(F)cc3)cc2C1=O

Compound,37,38,39,40,41,42
Casp6 inh,2,-1,-1,2,3,0
FN deposit inh,2,3,12,x,-3,x
Cneo AK release,0,x,x,-3,4,4
EWS-Fli inh,4,1,6,-5,-30,3
PGC1a acetyl inh,2,x,-10,-14,2,1
LGR2 antag,5,8,6,-7,-14,-14
PAX8 inh HTS,x,2,4,x,-57,-5
miR122 inh,-4[16.7 µM],x,x,9[16.7 µM],x,-5[16.7 µM]

43: O=C(NCc1ccc(Cl)cc1)C(=O)Nc1nccs1
44: Cc1nc2scc(C)n2c(=O)c1S(=O)(=O)NCCc1ccccc1
45: Cc1nc2nc[nH]n2c(=O)c1CCOC(=O)c1ccccc1F
46: Cc1ccc2c(CN(C)Cc3cccc(Cl)c3)cc(=O)oc2c1C
47: COc1ccc(CNC(=O)C/C(C)=N/NC(=O)COc2ccccc2)cc1
48: CN(Cc1ccc(Cl)s1)C(=O)CSc1nnc(C2CC2)n1C1CC1

Compound,43,44,45,46,47,48
Casp6 inh,-1,-3,-1,-6,0,-5
FN deposit inh,6,8,x,6,4,3
Cneo AK release,x,1,x,2,x,-1
EWS-Fli inh,-2,-5,3,-30,-1,0
PGC1a acetyl inh,10,9,14,x,-25,5
LGR2 antag,-10,1,1,-16,4,1
PAX8 inh HTS,3,-4,13,-13,-12,5
miR122 inh,x,34,-3,-1,-3,-3

49: C[C@H](CO)N1C[C@H](C)[C@H](CN(C)Cc2ccc(-c3ccccc3)cc2)Oc2ccc(NC(=O)C3CC3)cc2C1=O
50: O=C1CCC(C(=O)N2CCN(c3ccccc3)CC2)CN1CC1CCCCC1 (centres undefined)
51: CC(Sc1nnc(-c2ccco2)n1C)C(=O)Nc1nccs1 (centres undefined)
52: COc1ccc(CN=C2NC(=O)CC(C(=O)Nc3ccccc3C)S2)cc1 (centres undefined)
53: Cc1nc(/C(N)=N/OC(=O)c2ccccc2Cl)c(C(F)(F)F)o1
54: CC(=O)Cn1ncc(Br)c(Br)c1=O

Compound,49,50,51,52,53,54
Casp6 inh,0,1,3,-1,-4,21
FN deposit inh,x,x,-1,2,-15,5
Cneo AK release,15,0,0,x,-4,-4
EWS-Fli inh,3,x,-5,8,-18,30
PGC1a acetyl inh,3,x,-7,x,14,x
LGR2 antag,1,-13,-6,-14,-13,106*
PAX8 inh HTS,x,-12,47,12,-37,84*
miR122 inh,-4[16.7 µM],-3,4,x,8,-22

55: Cc1[nH]c2ccccc2c1CN1CCc2ccccc2C1
56: N#C/C(=C\c1cccnc1)C(=O)Nc1ccc(SC(F)F)cc1
57: Nc1ccc(NC(=O)CCN2CCOCC2)cc1
58: CCNC(=S)Nc1ccc(N(c2ccccc2)C(C)C)cc1
59: CC(C)NCCCCOc1ccc(Br)cc1Cl

Compound,55,56,57,58,59
Casp6 inh,x,-2,-15,4,-6
FN deposit inh,x,2,-7,x,3
Cneo AK release,2,-1,2,x,x
EWS-Fli inh,x,-3,2,3,11
PGC1a acetyl inh,4,0,x,-20,x
LGR2 antag,18,6,-3,x,-5
PAX8 inh HTS,x,-1,-20,x,-7
miR122 inh,-3,-6,x,4,x
